Assay outcomes: PubChem, Sanford-Burnham Center for Chemical Genomics
TAG inh: inhibitors of triacylglycerol accumulation; H9c2 cells, Nile Red lipid (TAG) fluorescence; cells loaded with 200 µM oleic acid; inhibition, % at 12.5 µM; actives 0.66% (n = 230,000); AID 651582;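 active = pattern-corrected inhibition of lipid staining of at least 50% with the nuclear-stain viability signal not falling by more than 50%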;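 note: 0% = DMSO wells and 100% = triacsin C control wells; some results filed as inactive read as strong as hits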
TAG inh DAPI viability: second read-out of TAG inh, no call of its own (marks repeat the call); DAPI nuclei signal change (viability), lower = more cytotoxic, %;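 whole-well DAPI fluorescence read on a plate reader as a viability signal; minus 50 percent equals half of cells still viable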
The depositor's hits bear a star; & = joins results of further samples.

Values in the order – TAG inh	TAG inh DAPI viability
O=C(CCS(=O)(=O)c1ccccc1F)Nc1ccc(N2CCN(Cc3ccccc3)CC2)cc1
  -4	1
Cc1ccc(-c2c(C(=O)NCc3ccccc3)oc(=O)c3ccccc23)cc1
  -17	6
O=C(Nc1ccccc1)c1cccc(N2C(=O)CCC2=O)c1
  -10	8
Cc1ccn2cc(CCNS(=O)(=O)c3ccc4c(c3)CCCC4)nc2c1
  -34	-6
O=C1c2ccccc2[C@@H]2C[C@@H](O)[C@H](Nc3cccc(Cl)n3)CCN12
  -5	2
O=C(COc1ncnc2ccccc12)c1ccc(Cl)cc1
  -1	-5
O=C(CN1CCN(Cc2ccc(F)cc2)CC1)NCCc1ccccc1
  8	-1
CCC(=O)c1ccc(OCC(=O)Nc2cccc(S(=O)(=O)N(C)c3ccccc3)c2)cc1
  -54	-14
Cc1ccc(S(=O)(=O)NCCCCCC(=O)NCCc2ccccc2)cc1
  6	-6
COc1ccc(C(=O)NCC(C)NC(=O)c2ccc(OC)c(OC)c2)cc1OC (stereo unspecified)
  6	-1
COc1ccc(CCNC(=O)C/C(C)=N/NC(=O)C2CCCCC2)cc1OC
  7	-5
COc1ccc2c(c1)CCc1cc(C(=O)N3CCN(c4ccc(N5CCOCC5)nn4)CC3)sc1-2
  -8	8
COc1ccccc1NC(=O)C(C)N1C(=O)C2CCCCC2C1=O (stereo unspecified)
  1	2
CCC1(c2ccc(Cl)cc2)NC(=O)N(CC(=O)NC2CCCC(C)C2C)C1=O (stereo unspecified)
  14	-7
C=CCc1c(C)[nH]c2ccc(C)cc2c1=O
  6	-9

Values in the order – TAG inh	TAG inh DAPI viability
O=C(NCC(=O)N(Cc1cccs1)C(C(=O)NC1CCCCC1)c1ccco1)c1ccco1 (stereo unspecified)
  -5	-2
Cc1cccc(C(=O)Nc2ccccc2SCC(=O)Nc2ccc(C)c(Cl)c2)c1
  1	-2
COC(=O)[C@@]1(Cc2ccccc2)[C@H]2C(=O)N(C)C(=O)[C@H]2[C@H]2CN=C(SCC3CC3)N21
  -9	4
CCCCn1c(N)c(N(CCOC)C(=O)c2ccc(N3CCCC3)c([N+](=O)[O-])c2)c(=O)[nH]c1=O
  16	-8
COC(=O)Nc1ccc(S(=O)(=O)NC2CCCCC2)cc1
  4	-6
O=C(CN1CCN(S(=O)(=O)c2cccs2)CC1)NCC1CCCCC1
  -14	-2
Cc1nn(C)c(C(=O)N/N=C/c2cccnc2)c1Cl
  10	1
CCOC(=O)C1=C(C)NC(C)=C(C(=O)OCC)C1C(=O)OCC(=O)N1CCOCC1
  -3	3
O=C(CCN1CCN(c2ccccc2)CC1)Nc1cccc(Br)c1
  -14	3
CCOn1c(=O)c(-c2ccc(OC)cc2)[n+]([O-])c2ccccc21
  15	-7
O=C(CCc1ccccc1)Nc1nnc(-c2ccc3c(c2)CCCC3)o1
  30	-4
CN1CCN(NC(=O)C23CC4CC(CC(C4)C2)C3)CC1
  5	-5
COc1cccc(NC(=S)N/N=C2/CCCCc3ccccc32)c1
  2	6
CC(=O)N1C2CCCCC2S[C@H]2CCCCC21 (stereo partly specified)
  10	-2
COc1cc(-c2nc3ccccn3c2/N=C/c2cc(OC)c(O)cc2Cl)ccc1O
  19	-2

Shown as labelled records: entries from further up.
> COc1ccc(CCNC(=O)C/C(C)=N/NC(=O)C2CCCCC2)cc1OC
  TAG inh = 7
  TAG inh DAPI viability = -5

> CCC(=O)c1ccc(OCC(=O)Nc2cccc(S(=O)(=O)N(C)c3ccccc3)c2)cc1
  TAG inh = -54
  TAG inh DAPI viability = -14

The main list resumes; the three compounds before the break are reprinted first.
Values in the order – TAG inh	TAG inh DAPI viability
COc1cccc(NC(=S)N/N=C2/CCCCc3ccccc32)c1
  2	6
CC(=O)N1C2CCCCC2S[C@H]2CCCCC21 (stereo partly specified)
  10	-2
COc1cc(-c2nc3ccccn3c2/N=C/c2cc(OC)c(O)cc2Cl)ccc1O
  19	-2
O=C1CCC(C(=O)N2CCCO2)CN1Cc1cccc(C(F)(F)F)c1 (stereo unspecified)
  1	4
COC(=O)C[C@H]1C[C@@H]2c3cc(NC(=O)CN(C)C)ccc3O[C@@H]2[C@H](CO)O1
  -10	9
Cc1nc(Cl)c2c(n1)NC1=C(O2)C(=O)CCC1
  2	-1
Cc1ccc(NC(=O)CNc2ccccc2CN(C)C2CCCCC2)cc1
  -17	20
O=C(O)c1ccc2c(c1)C(=O)N(CCc1ccccc1)C2=O
  3	0
O=C(O)c1nn(CC(=O)N2CCN(S(=O)(=O)c3ccc(Cl)cc3)CC2)c(=O)c2ccccc12
  2	-6
CCc1nc(NCCN2CCOCC2)c2oc3ccccc3c2n1
  11	1
S=C(Nc1ccc2c(c1)OCO2)Nc1ccc2c(c1)OCO2
  -1	6
O=C(Cn1cnc2c(nnn2Cc2ccccc2)c1=O)N1CCCc2ccccc21
  -6	5
O=S(c1ccc2ccccc2c1)c1cnns1 (stereo unspecified)
  -12	-6
CC(C)c1nnc(NC(=O)C2CCCN2C(=O)Nc2ccccc2[N+](=O)[O-])s1 (stereo unspecified)
  9	-10
Nc1ncnc2c1ncn2[C@@H]1O[C@H](CNC(=O)[C@@H](N)C2CCCCC2)[C@@H](O)[C@H]1O
  0	3
O=C(COc1ccccc1Cl)NCc1ccccc1
  -7	4
O=C(NCc1cccs1)C1CCCN1C(=O)Nc1ccccc1 (stereo unspecified)
  -19	1
CS(=O)(=O)c1ccc(Cl)c(NC(=O)c2ccc(-n3cncn3)c([N+](=O)[O-])c2)c1
  0	1

Values in the order – TAG inh	TAG inh DAPI viability
CC(C)OCc1c(C(=O)Nc2nccs2)oc2ccccc12
  -4	-1
CC1(C(=O)NS(=O)(=O)Cc2cccc(Cl)c2)CCN1C(=O)c1cccc(F)c1 (stereo unspecified)
  -2	8
COc1ccc(OC)c(NC(=O)COC(=O)Cc2ccsc2)c1
  -3	9
Cc1ccc(C(CC(=O)NCCCN(C)C)c2ccc(OC(C)C)cc2)cc1 (stereo unspecified)
  16	0
CC1CCCC(NC(=O)C2CCN(S(=O)(=O)N3CCCCC3)CC2)C1C (stereo unspecified)
  -3	7
NN=C1C(=O)c2cccc3cccc1c23
  8	-3
C=CCNC(=O)NC(=O)COC(=O)[C@H](C)NS(=O)(=O)c1c(C)c(C)cc(C)c1C
  -1	7
CSc1nnc2c(n1)OC=Nc1ccccc1-2
  0	1
Cc1ccc(S(=O)(=O)N2CCCCC2)cc1NC(=O)c1ccc2c(c1)OCO2
  -8	10
COc1ccc(-c2noc(N3CCC(C(=O)NCc4ccc(Cl)cc4)CC3)n2)cc1
  -25	9
O=C(Nc1ccc(S(=O)(=O)Nc2ncccn2)cc1)C12CC3CC(CC(C3)C1)C2
  8	-5
Cc1ccc(N2C(=O)CC(c3c[nH]c4ccccc34)C2=O)cc1 (stereo unspecified)
  -5	0
O=C(CCCc1nc(-c2ccc(Cl)cc2)no1)NC1CCCC1
  -26	12
Cn1ncc(Cl)c1C(=O)Nc1nnc(C2CC2)s1
  -2	1
Cc1ccccc1NC(=O)COc1ccc2c(c1)OC(C)(C)CC2=O
  -1	-2

2 entries from above, field by field:
> COc1ccc(-c2noc(N3CCC(C(=O)NCc4ccc(Cl)cc4)CC3)n2)cc1
  TAG inh = -25 | TAG inh DAPI viability = 9
> O=C(Nc1ccc(S(=O)(=O)Nc2ncccn2)cc1)C12CC3CC(CC(C3)C1)C2
  TAG inh = 8 | TAG inh DAPI viability = -5

The results go on:
Values in the order – TAG inh	TAG inh DAPI viability
COCCCN(C(=S)NC(=O)C12CC3CC(CC(C3)C1)C2)c1c(N)n(Cc2ccccc2)c(=O)[nH]c1=O
  10	-2
O=C(NCC1CCCO1)c1cc(C(=O)C2CC2)c[nH]1 (stereo unspecified)
  19	-6
Cc1noc(C)c1COc1ccc(C(=O)N2CCN(S(=O)(=O)c3cccc(F)c3)CC2)cc1
  -2	1
COc1cc(SC)ccc1C(=O)OC1CCOC1=O (stereo unspecified)
  1	11
CS(=O)(=O)N1CC2CCCN2c2ccc(C(F)(F)F)cc21 (stereo unspecified)
  7	-8
CCOc1ccc(N(C(=O)CNC(=O)c2ccco2)C(C(=O)NC2CCCC2)c2ccncc2)cc1 (stereo unspecified)
  -7	4
O=C(Cc1ccccc1)N1CCN=C1SCc1cccc([N+](=O)[O-])c1
  -6	2
COc1ccc(C(=O)OCC(=O)Nc2c(C)n(C)n(-c3ccccc3)c2=O)cc1
  14	3
Cc1c(C#N)c2ccccc2n1C
  -5	4
c1ccc(-c2nc(N3CCNCC3)nc3ccccc23)cc1
  27	28
Oc1ccc(C(c2nnnn2C2CCCCC2)N2CCOCC2)cc1 (stereo unspecified)
  20	3
O=C1c2ccccc2C(=O)c2c1cccc2-n1nnc2ccccc21
  3	-9
CC1NC(=O)c2cccnc2-n2c1nc1cc(F)c(F)cc1c2=O (stereo unspecified)
  4	-1
O=C(Nc1nc(-c2cccc([N+](=O)[O-])c2)cs1)C(c1ccccc1)c1ccccc1
  41	4
O=C(Nc1ccnn1C1CCN(Cc2ccc(CO)o2)CC1)c1ccc2c(c1)OCO2
  11	4

compound | TAG inh | TAG inh DAPI viability
COc1ccccc1CN(C(=O)c1ccco1)C(C(=O)NC1CCCC1)c1ccncc1 (stereo unspecified) | -1 | 2
C=CCn1c(CNS(=O)(=O)c2ccc(Br)cc2)nnc1SC | -1 | 13
CO/N=C/C(NC(=O)c1ccc(C(F)(F)F)cc1)C(=O)OC (stereo unspecified) | 4 | -5
NC(=O)CC(NC(=O)Cc1cccc2ccccc12)c1ccc(N2CCC(N3CCCCC3)CC2)c([N+](=O)[O-])c1 (stereo unspecified) | 5 | 7
CCCCCCS(=O)Cc1ccccc1 (stereo unspecified) | 3 | -5
c1ccc(-c2nn[nH]n2)cc1 | 6 | -2
CCCC(=O)N/N=C1\CS(=O)(=O)N(C)c2ccsc21 | 0 | -10
CC(C)(Cc1ccc(O)cc1)NC(=O)CC(=O)N/N=C/c1ccc([N+](=O)[O-])cc1 | 1 | -5
O=c1c(C/C=C/c2ccccc2)c(O)ccn1Cc1cccc(Cl)c1 | 8 | 9
COc1ccc(-c2ccc3c(c2)S(=O)(=O)c2cccc(C(=O)NCc4ccccc4Cl)c2C3=O)cc1OC | 16 | -6
CCN1C(=O)[C@H]2[C@@H](c3ccc(OC)cc3)N[C@]3(CCCN(CC4CCCCC4)C3=O)[C@H]2C1=O | 4 | 9
CNC(=O)c1cc(S(=O)(=O)NC2CCCCCC2)ccc1C | -15 | 2
COc1ccccc1N1CCN(CCN(C(=O)C2CCCCC2)c2ccccn2)CC1 | -2&4 | 3&3
O=C(COc1ccc(S(=O)(=O)NC2CCCCC2)cc1)N1CCN(c2ccc(F)cc2)CC1 | -9 | -12
CCCCCC(=O)N1C[C@H](n2cc(C3CC3)nn2)[C@@H](O)C[C@@H]1c1ccc(Cl)cc1 | 2 | 0
CCN(CC)CCCNC(=S)N1CCN(c2nc(-c3ccc(F)cc3)cs2)CC1 | 43 | -18
O=C(NCc1ccccc1)[C@]1(C(F)(F)F)C[C@H](CCc2ccccc2)CCCO1 | -2 | -7
O=C(CNC(=O)c1ccco1)Nc1ccc2c(c1)OCCO2 | 1 | -1
Cc1ccc(S(=O)(=O)c2nc(-c3ccccc3Br)oc2N(C)C)cc1 | -61 | -7
Cc1nn(-c2ncc(C(F)(F)F)cc2Cl)c(=O)n1-c1c(F)cccc1F | -13 | 3

compound | TAG inh | TAG inh DAPI viability
COc1cccc(N2CCN(Cc3nc(N)nc(Nc4ccccc4)n3)CC2)c1 | -8 | 7
O=C(O)COc1ccccc1/C=N/NC(=O)CN1CCN(Cc2ccccc2Cl)CC1 | 1 | 0
COc1cc(C(=O)Oc2cccc(C)c2)cc(OC)c1OC | -35 | -4
CC(=O)NCCCC(=O)NC(CCC(=O)OCc1ccccc1)C(=O)OCc1ccccc1 (stereo unspecified) | -1 | 1
CC1CC(C)CN(C(=O)CSc2ccsc2[N+](=O)[O-])C1 (stereo unspecified) | -11 | 1
CNC(=S)NCc1ccc2[nH]c3c(c2c1)CCCC3 | 3 | 7
Cc1ccc(/C=N/NC(=O)CNC(=O)c2cccs2)o1 | -2 | -3
COc1ccc(CNC(=O)c2ccc(-c3ccccc3)cc2)cc1 | 8 | -5
COc1cc(/C=C/C(=O)O)cc(S(=O)(=O)Nc2ccc3nc(SC)sc3c2)c1OC | -6 | 5
CC(=O)N1CCC(C(=O)Nc2ccc(S(=O)(=O)N3CCCCC3)cc2)CC1 | -10 | 6
CC1=C(C(=O)N2CCOCC2)CC(CC(=O)NCC2CCCCC2)C(=O)N1CCC1=CCCCC1 (stereo unspecified) | -5 | -6
Cc1nnc2ccc(-c3ccc(NC(=O)c4cccnc4Cl)cc3)nn12 | 28 | 0
O=C(Cn1cnc2ccccc2c1=O)c1ccc2c(c1)OCCO2 | -9 | -3
CCOC(=O)c1c(C)c(-c2ccccc2)n(CC(=O)N2CCCC2)c1C | -3 | -6
Cc1sc(NC(=S)NC(=O)c2ccco2)c(C#N)c1C | 3 | 1
Cc1csc(-c2cnn(-c3ccccc3)c2NC(=O)c2cccc(C(F)(F)F)c2)n1 | -17 | 12
O=C(CNC(=O)c1ccccc1)Oc1cccc(Cl)c1 | 4 | -6
Cc1sc2ncnc(Sc3ccccc3C(=O)O)c2c1C | 11 | -4
C=CCCCCCCCCc1nc(=S)[nH][nH]1 | -3 | 4

The list is partial; the hit share may differ from the screen's.
